ABHD5 PLIN5 PPI: inhibitors of human ABHD5-perilipin-5 interaction; Q00G26+Q8WTS1; Split G. princeps luciferase complementation, luminescence, 4 h; inhibition, % at 4 µM; 360,000 tested, 0.78% active;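 active = inhibition above the mean inhibition across every tested compound plus 3 SD, cut at about 22% in these data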;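 note: 0% = DMSO only wells and the 100% control is not disclosed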
SRC2 inh: inhibits human steroid receptor coactivator 2; Q15596; HEK293 GAL4-SRC2 luciferase reporter, luminescence; inhibition, % at 9 µM; 370,000 tested, 0.17% active; AID 651957;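 active = inhibition above the mean inhibition of all tested compounds plus 3 SD, set per campaign, cut at about 52% in these data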;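 note: 0% = DMSO treated cells and 100% = cells given Gossypol at 36 µM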
ABCB6 inh MLPCN: inhibitors of human ABC transporter ABCB6; Q9NP58; K562-ABCB6 porphyrin accumulation, flow cytometry, 1 h; stronger effect = lower value; fluorescence ratio to DMSO, % at 10 µM; 360,000 tested, 0.19% active;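 active = fluorescence ratio to DMSO below 75%, the collection mean minus 3 SD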;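 note: signal is porphyrin accumulated inside mitochondria; 100% equals median channel fluorescence of DMSO control wells; lower ratio means ABCB6 inhibition with less porphyrin fluorescence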
H9c2 protect: modulators protecting cardiomyocytes from myocardial damage | AID 588492 | 360,000 tested, 0.63% active | protection from H2O2 cell death, % at 20 µM | H9c2 cardiomyocytes, H2O2 injury protection, ATPLite, 2 h;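 active = compounds giving at least 50% protection of heart cells from peroxide-induced death in the single-dose screen, raw or plate-pattern-corrected value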;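 note: 0% = DMSO wells with peroxide and 100% = DMSO wells without peroxide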
MC4R antagonist: blocks human MC4R cAMP signaling; P32245; MC4R-expressing cells, MTII-stimulated cAMP, LANCE TR-FRET; inhibition, % at 6.5 µM; 360,000 tested, 0.48% active;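 active = inhibition above its plate's cutoff, the mean of tested wells on that plate plus 3 SD, cut at about 29% in these data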;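 note: 0% = Melanotan II alone and 100% = Melanotan II plus saturating MCL0020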
Target sequence (P32245 whole entry, looked up): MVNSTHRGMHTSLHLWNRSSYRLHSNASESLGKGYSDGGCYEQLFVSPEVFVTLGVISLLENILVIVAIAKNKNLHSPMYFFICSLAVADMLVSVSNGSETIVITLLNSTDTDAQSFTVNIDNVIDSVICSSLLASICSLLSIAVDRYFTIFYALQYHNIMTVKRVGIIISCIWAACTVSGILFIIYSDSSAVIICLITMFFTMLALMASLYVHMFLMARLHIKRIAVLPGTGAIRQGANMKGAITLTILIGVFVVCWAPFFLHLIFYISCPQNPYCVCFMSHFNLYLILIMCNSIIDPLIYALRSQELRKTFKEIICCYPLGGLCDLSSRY
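Assay system: U2OS-MC4R stable cell line; Also added: Melanotan II; Technique: Eu-cAMP/anti-cAMP TR-FRET, emission 671 nm; Times: 30-min compound, 1-h challenge, 1-h detection, room temperature.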
m5-HT2A agonist: activates the mouse 5-HT2A serotonin receptor; P35363; activation, % at 7.6 µM; 360,000 tested, 0.66% active; CHO-K1 mHTR2A beta-arrestin complementation, luminescence; percent of 30 µM serotonin response; AID 624169;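 active = activation above a run cutoff, the mean activation of all tested compounds plus 3 SD, cut at about 14% in these data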;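 note: 0% = plate median of compound wells and 100% = 30 µM serotonin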
TLR9-MyD88 block: blocks human TLR9 binding to MyD88. 340,000 tested, 0.21% active. CHO BLA complementation TLR9-MyD88, CCF4 FRET ratio. inhibition, % at 4.98 µM;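 active = inhibition above the mean over all tested compounds plus 3 SD, cut at about 21% in these data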;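 note: 0% = DMSO only wells and 100% = clavulanate BLA inhibitor control wells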
N-glyco inh: blocks N-linked glycosylation in D54 reporter cells; D54 ERlucT glycosylation luciferase reporter, 24 h; percent of 100 nM tunicamycin response; reporter increase, % at 12.5 µM; 360,000 tested, 0.23% active;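 active = mean luciferase reporter signal, scaled so untreated is 0 and the glycosylation-blocking control 100, at or above a set limit in every replicate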;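 note: luciferase carries N-glycosylation sites so blocking glycosylation raises the light; 0% = median of neutral control wells and 100% = median of 100 nM tunicamycin wells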
NOD2 RIPK2 PPI: inhibitors of human NOD2-RIPK2 interaction. O43353. CHO BLA complementation NOD2-RIPK2, CCF4 ratio. inhibition, % at 4.98 µM. 360,000 tested, 0.38% active. AID 624267; in the data active = inhibition above about 21%;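 note: 0% = vehicle only and 100% = reference blocker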
Target sequence (O43353 whole entry, looked up): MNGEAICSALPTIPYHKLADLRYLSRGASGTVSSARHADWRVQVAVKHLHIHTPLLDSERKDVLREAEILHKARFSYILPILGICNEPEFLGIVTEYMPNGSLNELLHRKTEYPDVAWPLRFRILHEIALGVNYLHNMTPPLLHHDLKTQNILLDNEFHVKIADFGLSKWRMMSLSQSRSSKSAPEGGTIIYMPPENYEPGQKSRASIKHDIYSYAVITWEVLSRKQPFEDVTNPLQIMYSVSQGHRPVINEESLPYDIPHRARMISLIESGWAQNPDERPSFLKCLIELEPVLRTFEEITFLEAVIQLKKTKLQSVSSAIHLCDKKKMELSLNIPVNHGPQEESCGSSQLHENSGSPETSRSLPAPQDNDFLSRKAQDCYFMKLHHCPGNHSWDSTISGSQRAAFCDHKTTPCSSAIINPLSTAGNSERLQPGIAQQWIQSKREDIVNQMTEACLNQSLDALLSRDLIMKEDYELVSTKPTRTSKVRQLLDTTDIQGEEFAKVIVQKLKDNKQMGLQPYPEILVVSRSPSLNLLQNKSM
MC4R ag barr: agonists of human melanocortin 4 receptor (MC4R) beta-arrestin; AID 540308; 360,000 tested, 0.98% active; activation, % at 8.9 µM; P32245; U2OS MC4R beta-arrestin complementation, luminescence; percent of melanotan II response, DMSO zero;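 active = activation above a per-plate cutoff, the mean activation of sample wells on that plate plus 3 SD, cut at about 8% in these data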
* = called active by the depositor; / = not tested or not shown.

No.	Compound	ABHD5 PLIN5 PPI	SRC2 inh	ABCB6 inh MLPCN	H9c2 protect	MC4R antagonist
1	Cc1cccc(-c2c3c(=O)n(C)c(=O)n(C)c3cn2C(C)C)c1	1	-11	98	1	-5
2	Cc1cc(C(=O)N/N=C2\CC(=O)c3ccccc32)c(C)n1-c1ccc(F)cc1	12	12	102	-2	-3
3	CC(C)CC1(C2CCCC2)NC(=O)NC1=O (configuration not stated)	0	-15	95	3	4
4	Cc1ccc(-n2c(C)n[nH]c2=S)cc1C	1	0	87	2	-2
5	Cc1ccc(C(=O)N2CCC(C)CC2)cc1C	6	-16	95	1	7
6	O=C(O)CCC(=O)N1CCc2cc(S(=O)(=O)N3CCN(c4ccc(F)cc4)CC3)ccc21	-3	-15	106	3	2
7	Cc1ccc(C(=O)Nc2oc(-c3ccccc3)cc2C#N)cc1	-1	-15	104	-3	5
8	OC[C@H]1O[C@@H](c2nc3ccc(-c4nc(-c5cccs5)no4)cc3[nH]2)C[C@@H]1O	-3	-63	99	7	4
9	Cc1cccc(NC(=O)C2CCCCN2S(=O)(=O)c2ccccc2)c1C (configuration not stated)	-6	10	107	-1	12
10	COc1cc(OC)c(Nc2cc(C)nc3nc(C)nn23)cc1Cl	2	-27	100	-7	-4
11	COc1ccccc1C1CC(=O)Oc2cc(C)c(Cl)cc21 (configuration not stated)	-11	16	97	0	19
12	O=C(c1ccc2c(c1)OCCO2)C1CCN(S(=O)(=O)c2ccccc2F)CC1	-2	-8	97	-7	5

No.	m5-HT2A agonist	TLR9-MyD88 block	N-glyco inh	NOD2 RIPK2 PPI	MC4R ag barr
1	6	8	1	-11	3.1
2	-6	5	-3	-8	2.3
3	5	9	-2	-8	-0.6
4	5	-1	2	2	-2.6
5	-4	-4	3	-9	-1.2
6	15*	-7	1	-12	0.2
7	-3	-5	-1	-13	12*
8	-2	/	-10	0	-1.1
9	-2	9	0	-2	5.5
10	-2	-7	3	-6	-1.3
11	3	-3	3	11	2.4
12	-2	2	-3	2	0.3

Next section.
No.	Compound	ABHD5 PLIN5 PPI	SRC2 inh	ABCB6 inh MLPCN	H9c2 protect	MC4R antagonist
13	CCOC(=O)C1CCCN(c2c(C(=O)c3ccccc3)cnc3ccc(OC)cc23)C1 (configuration not stated)	-11	-4	97	31	6
14	CCOC(=O)N1CCC(NC(=O)c2ccc3c(=O)n4c(nc3c2)CCCC4)CC1	2	-13	99	1	12
15	CSc1ccc(Cl)c(C(=O)NNC(=O)c2csc(N3CCOCC3)n2)c1	-9	-11	96	0	-6
16	Nc1nc2nc(-c3cccs3)cc(C(F)(F)F)n2n1	3	-48	96	-4	5
17	COc1cccc(C(=O)Nc2ccc3[nH]c(=O)[nH]c3c2)c1OC	-2	-43	102	1	9
18	CC(C)(C)c1ccc(C(=O)NC(=S)NNC(=O)COc2ccccc2)cc1	-14	-58	100	-5	2
19	O=C(CN1CCCCC1)NC(=O)NC1CCCCC1	-6	12	97	-2	1
20	O=C(C[C@H]1C(=O)N(c2ccccc2)C[C@@H]1Cc1ccccc1)Nc1ccc(Br)cc1	5	-45	91	-13	10
21	CCOC(=O)C1CCCN(C(=O)c2cccnc2Oc2ccccc2)CC1 (configuration not stated)	-6	-29	100	-7	8
22	CCOc1ccc2nc(N(CCCN(C)C)C(=O)c3ccc(C(=O)c4ccccc4)cc3)sc2c1	13	-8	107	-17	3
23	COc1ccc(NC2CCCN(C(=O)CSc3ccncc3)C2)cc1 (configuration not stated)	-1	-25	97	1	-1
24	O=C(CSc1cc(Cl)ccc1Cl)NCCCn1ccnc1	1	-5	94	-4	3

No.	m5-HT2A agonist	TLR9-MyD88 block	N-glyco inh	NOD2 RIPK2 PPI	MC4R ag barr
13	-9	5	-2	7	-4.1
14	0	1	1	0	-0.3
15	-6	3	1	-6	-1.6
16	-1	-5	5	-5	0.4
17	-8	2	1	-3	0.1
18	-1	-6	5	3	-7.8
19	-5	2	-1	4	-3.9
20	5	-7	-4	-17	14*
21	1	/	-2	-14	-1.6
22	-9	-9	-4	5	3.0
23	13	-5	6	-2	-3.1
24	-5	7	2	4	-1.8

More results:
No.	Compound	ABHD5 PLIN5 PPI	SRC2 inh	ABCB6 inh MLPCN	H9c2 protect	MC4R antagonist
25	Cn1c(N)c(C(=O)COC(=O)Cn2cc(C(F)(F)F)ccc2=O)c(=O)n(C)c1=O	-1	-15	98	-4	5
26	CCc1ccc(N2CC(C(=O)Nc3ccc(S(=O)(=O)Nc4ncccn4)cc3)CC2=O)cc1 (configuration not stated)	0	11	108	1	23
27	O=C(Nc1ccc(Cl)cc1)c1csc([C@@H]2O[C@H](CO)[C@H](O)[C@H](O)[C@H]2O)n1	-2	-3	103	5	4
28	O=C(N/N=C/c1cccc([N+](=O)[O-])c1)c1cccs1	-1	-52	100	32	5
29	COc1ccc(NC(=O)NC2(C(=O)N3CCCC3)CCCCC2)cc1	-3	-13	94	2	4
30	COc1cc(-c2nc(-c3cccc(C)c3)no2)cc(OC)c1OC	5	-19	100	-1	4
31	Cc1ccc([N+](=O)[O-])c(OCCN2CCNCC2)c1	1	-17	102	4	11
32	CCCN(CCC)CCNC(=O)c1cc2c(=O)n(CC)c3ccccc3c2s1	4	6	92	5	-2
33	Cc1c(NC(=S)NC(=O)CSc2ccc(Cl)cc2)cccc1C(=O)O	-3	4	97	4	7
34	COc1ccc(C(=O)Cc2cc3cccc(OC)c3oc2=O)cc1	7	-27	100	7	8
35	CCCCCc1cc(=O)oc2c(C(CCN3CCN(c4ccccc4)CC3)c3ccc(N(C)C)cc3)c(OC)cc(OC)c12 (configuration not stated)	-6	8	97	-14	13
36	CCOCCCNc1nc(=S)[nH]c2cc(OC)c(OC)cc12	-8	-10	112	5	9

No.	m5-HT2A agonist	TLR9-MyD88 block	N-glyco inh	NOD2 RIPK2 PPI	MC4R ag barr
25	-3	-11	-2	-9	-0.3
26	-4	4	4	-4	-0.1
27	-8	/	2	-12	-0.6
28	-2	0	3	2	2.3
29	-2	-2	0	3	0.7
30	0	-8	4	-6	1.3
31	2	-7	3	-3	-1.3
32	0	-1	7	-9	-1.3
33	6	-11	3	1	-4.3
34	3	0	-3	-10	-0.2
35	-4	-5	-4	9	-1.4
36	2	-2	-1	0	2.4

Four compounds out of the list above, arranged by their value in m5-HT2A agonist, descending:
No. | Structure | m5-HT2A agonist
31 | Cc1ccc([N+](=O)[O-])c(OCCN2CCNCC2)c1 | 2
30 | COc1cc(-c2nc(-c3cccc(C)c3)no2)cc(OC)c1OC | 0
25 | Cn1c(N)c(C(=O)COC(=O)Cn2cc(C(F)(F)F)ccc2=O)c(=O)n(C)c1=O | -3
35 | CCCCCc1cc(=O)oc2c(C(CCN3CCN(c4ccccc4)CC3)c3ccc(N(C)C)cc3)c(OC)cc(OC)c12 (configuration not stated) | -4

Carrying on.
No.	Compound	ABHD5 PLIN5 PPI	SRC2 inh	ABCB6 inh MLPCN	H9c2 protect	MC4R antagonist
37	CCCCn1c(N)c(N(CCOC)C(=O)c2cc(Cl)nc3ccccc23)c(=O)[nH]c1=O	-5	-18	118	6	-8
38	CCCCSc1ncnc2[nH]ncc12	-6	14	100	-6	21
39	CCC(Oc1ccccc1)C(=O)Nc1ccc(S(=O)(=O)Nc2cc(C)on2)cc1 (configuration not stated)	8	2	99	-1	5
40	CCc1noc(C)c1C(=O)Nc1nc2ccc(F)cc2s1	-10	-39	102	-10	2
41	Cc1noc(C)c1COc1ccc(C(=O)NCCc2ccc(F)cc2)cc1	-3	-15	95	-9	4
42	C=CCOc1c2ccc(C(=O)NC3CCCc4ccccc43)cc2nn1C (configuration not stated)	1	-6	100	2	-2
43	CCc1cccc(C)c1NC(=S)N(CCCN1CCOCC1)Cc1cccnc1	-3	-20	93	11	3
44	COc1ccc(OC)c(N(CC(=O)NCCSCc2ccco2)S(=O)(=O)c2ccc(OC)c(OC)c2)c1	1	27	95	36	0
45	COc1ccc(CC(=O)N2CCN(S(=O)(=O)c3cccs3)CC2)cc1OC	6	-10	97	3	-1
46	Cc1ccc(OCc2ccccc2Br)c([N+](=O)[O-])n1	1	-1	165	-2	-1
47	O=C(CCNC(=O)Cn1ccc2ccccc2c1=O)NCCC1=CCCCC1	1	10	100	0	15
48	COC(=O)/C=C1\OCc2cc(OCc3ccccc3)ccc21	3	-22	/	/	/
49	O=C(CCSc1ccccc1)NNC(=O)c1ccccc1F	-4	2	102	1	4
50	CCOC(=O)N1CCc2c(sc(NC(=O)CCS(=O)(=O)c3ccccc3)c2C(N)=O)C1	30*	4	80	-5	-5
51	CCCCN(C)CCCNC(=O)c1cn(C)c2ccc(S(=O)(=O)N(C)C3CCCCC3)cc2c1=O	10	-7	96	6	0

No.	m5-HT2A agonist	TLR9-MyD88 block	N-glyco inh	NOD2 RIPK2 PPI	MC4R ag barr
37	-4	-11	1	-9	-3.5
38	0	3	-3	-10	1.7
39	7	1	1	1	-0.3
40	1	3	-1	2	-0.5
41	-3	4	2	2	-0.3
42	-4	-1	1	-11	-1.6
43	-2	1	4	-8	-1.9
44	8	0	-3	-16	1.2
45	-4	2	0	2	1.4
46	1	7	0	-4	-1.8
47	2	1	2	-3	-1.3
48	0	/	/	-9	/
49	7	2	-1	-8	-1.4
50	-2	-14	/	-1	2.2
51	4	9	-7	-4	-4.3

Part of the list above, limited to MC4R ag barr, TLR9-MyD88 block and NOD2 RIPK2 PPI:
nr	Compound	MC4R ag barr	TLR9-MyD88 block	NOD2 RIPK2 PPI
37	CCCCn1c(N)c(N(CCOC)C(=O)c2cc(Cl)nc3ccccc23)c(=O)[nH]c1=O	-3.5	-11	-9
38	CCCCSc1ncnc2[nH]ncc12	1.7	3	-10
39	CCC(Oc1ccccc1)C(=O)Nc1ccc(S(=O)(=O)Nc2cc(C)on2)cc1 (configuration not stated)	-0.3	1	1

Source: PubChem

This is a subset; count on the stated rates, not on these rows.
